# Bioassay records deposited in PubChem BioAssay by several laboratories.
# SSB-PriA inh: blocks PriA binding to SSB C-terminal tail | AID 1272365 | AlphaScreen SSBct-PriA binding, biotinylated peptide | actives 0.6% (n = 430,000) | inhibition, % at 33 µM; in the data active means inhibition mostly above about 37%, no sharp cut-off; inactive means mostly below about 20%;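 further: plate controls were negative control peptide for no effect and reference peptide for full effect; strong numbers were not always called active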
# 3CLpro inhibitor: SARS-CoV 3CLpro protease inhibition; recombinant SARS-CoV 3CLpro, quenched FRET peptide cleavage; inhibition, % at 6 µM; actives 0.14% (n = 290,000); AID 1706; in the data active means inhibition above about 12%
# MazF activator: MazEF (E. coli) toxin RNase activation | actives 0.32% (n = 350,000) | AID 504720 | FAM/BHQ RNA-DNA oligo cleavage fluorescence, 5 h | P0AE70 | activation, % at 20 µM; in the data active means activation above about 50%
# Target sequence (P0AE70 whole entry, looked up): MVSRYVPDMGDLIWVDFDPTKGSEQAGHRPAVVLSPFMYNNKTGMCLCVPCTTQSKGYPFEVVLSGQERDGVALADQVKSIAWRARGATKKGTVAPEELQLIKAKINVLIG
# PrPC TRFRET: cell surface PrPC inhibition, primary TR-FRET screen | inhibition, % at 13.8 µM | actives 0.43% (n = 370,000) | TR-FRET read-out | P04156 | AID 720596; in the data active means inhibition above about 24%; further: 0% = median of the test wells and 100% = reference compound wells
# Vc quorum ag: inducers of Vibrio cholerae quorum light production without autoinducers. V. cholerae BH1578 lux reporter, luminescence, 6 h. activation, % at 18.7 µM. actives 0.16% (n = 350,000); in the data active means activation mostly above about 9.7%, no sharp cut-off; further: not every result past the cut was called active; inactives centre near 0; reference of the scale not given here
# DUSP3 inh: blocks human VHR1 dual specificity phosphatase. P51452. recombinant VHR phosphatase, pNPP absorbance. inhibition, % at 13.3 µM. actives 0.52% (n = 290,000). AID 1654; in the data active means inhibition above about 50%; further: some compounds called inactive have numbers as strong as hits
# Target sequence (P51452 whole entry, looked up): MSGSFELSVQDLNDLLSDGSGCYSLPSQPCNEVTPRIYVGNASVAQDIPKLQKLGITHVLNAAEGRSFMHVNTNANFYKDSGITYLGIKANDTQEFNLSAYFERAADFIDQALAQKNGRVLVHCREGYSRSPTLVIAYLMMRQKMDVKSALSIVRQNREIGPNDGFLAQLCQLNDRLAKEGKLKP
# Yp Topo-I inh: inhibitors of Yersinia pestis topoisomerase I; Y. pestis Topo-I cleavage product accumulation, plate reader; activity, % at 10 µM; actives 0.064% (n = 360,000); in the data active means activity above about 50%, passing the limit was not always enough; further: inactives centre near 2
# TcdB GH inh: inhibitors of Clostridioides difficile toxin B glycohydrolase; actives 0.24% (n = 350,000); P18177; AID 652162; TcdB glycohydrolase enzymatic assay, plate reader; inhibition, % at 9.99 µM; in the data active means inhibition above about 10%
# Rv3671c inh: inhibits the M. tuberculosis serine protease Rv3671c; P9WHR9; inhibition, % at 5.96 µM; actives 0.048% (n = 320,000); in the data active means inhibition above about 38%;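 further: extracellular domain of Rv3671c used as enzyme; 0% = enzyme with DMSO and 100% = no enzyme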
# Target sequence (P9WHR9 whole entry, looked up, the tested form may be a part): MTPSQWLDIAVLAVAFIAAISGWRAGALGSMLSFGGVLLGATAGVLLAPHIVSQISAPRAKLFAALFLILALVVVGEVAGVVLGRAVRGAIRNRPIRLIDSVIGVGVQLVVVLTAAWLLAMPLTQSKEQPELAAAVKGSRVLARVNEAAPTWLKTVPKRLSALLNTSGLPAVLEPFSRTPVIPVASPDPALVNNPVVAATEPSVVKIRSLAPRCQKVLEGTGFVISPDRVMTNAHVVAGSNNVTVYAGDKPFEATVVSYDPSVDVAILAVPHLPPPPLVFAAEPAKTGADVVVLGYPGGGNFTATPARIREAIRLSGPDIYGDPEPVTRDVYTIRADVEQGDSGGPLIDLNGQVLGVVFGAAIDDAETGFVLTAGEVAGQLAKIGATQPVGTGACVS
# CCHFV vOTU inh: CCHFV vOTU protease inhibition; Pep-AMC fluorescence; inhibition, % at 11.5 µM; actives 0.55% (n = 370,000); AID 651958; in the data active means inhibition above about 30%; further: 0% = vehicle wells with enzyme and 100% = no enzyme wells
# Active calls of the source: *; i = inactive; / = no result given; & = joins results of further samples. This is a subset (hit frequency here may not be typical).
No.	compound	SSB-PriA inh	3CLpro inhibitor	MazF activator	PrPC TRFRET	Vc quorum ag	DUSP3 inh	Yp Topo-I inh	TcdB GH inh	Rv3671c inh	CCHFV vOTU inh
1	COc1ccc(-c2ccnc3cc(C(=O)O)nn23)cc1	-7	8	-6	-34	0.0	-2	2	0.8	4	-37
2	O=C(CSc1nnc(Cc2csc(Nc3cccc(Cl)c3)n2)o1)N1CCc2ccccc21	7	-4	-1	-1	-1.3	-15	-9	/	-12	0
3	CCOC(=O)c1c(CN2CCN(C)CC2)oc2ccc(O)cc12	-7	0	14	-1	-0.1	-3	1	/	-1	-6
4	COc1cccc(CNc2ccc3[nH]c(=O)[nH]c3c2)c1OCc1ccc(F)cc1	3	1	-23	1	-0.2	9	2	0.0	/	-5
5	O=C(N/N=C/c1cccc(F)c1)c1c(O)c2c([nH]c1=O)CCCC2	/	-7	4	3	-0.2	-13	6	/	-3	0
6	CC(C)NC(=O)CCc1nc2cccnc2n1-c1ccccc1	-2	-3	-3	5	i	40	-8	-5.7	1	-3
7	Oc1c(Br)cc(Br)cc1CNc1cnc2ccccc2c1	-1	7	1	0	i	22	3	0.2	2	3
8	CCn1ncc(/C=N\NC(=O)Cc2ccc([N+](=O)[O-])cc2)c1C	/	4	2	-9	i	-2	1	/	1	-20
9	O=C(CCS(=O)(=O)c1ccccc1)Nc1cccc(-c2nc3ccccc3s2)c1	-3	6	-11	-2	i	11	9	-0.1	-40	8
10	Cc1cc(F)ccc1-c1cc(C(=O)N2CCN(c3ccncc3)CC2)[nH]n1	/	/	/	1	i	/	-4	-0.4	/	3
11	O=C(CN1CCOCC1)Nc1ccc(Br)cc1C(=O)c1ccccc1	-5	-1	2	-7	i	13	6	/	-1	3
12	CC(C)CCCN1CCN=C1Nc1ccccc1	-6	-1	1	-3	-3.0	13	1	-0.2	-3	4
13	Cc1ccc(NC(=O)CN2C(=O)N/C(=C/c3ccc(C)o3)C2=O)cc1	-13	1	14	-2	-1.7	9	4	/	-4	0
14	c1ccc(CN2CCN(Cc3ccc4c(c3)OCCO4)CC2)cc1	4	2	1	7	2.6	10	7	/	-4	-2
15	Cc1ccc(S(=O)(=O)NCCC(=O)NCC(c2cccs2)N(C)C)cc1C (configuration not stated)	-6	/	4	6	-0.8	/	-2	3.4	-3	4
16	COc1cc(OC)c(NS(=O)(=O)c2ccc3c(c2)NC(=O)CO3)cc1Cl	-12	-6	0	5	i	10	-1	2.8	1	-3
17	COc1ccc(N2CCN(C(=O)CSc3nnc(C)c(=O)[nH]3)CC2)cc1	-10	4	6	8	0.1	25	-1	/	2	-12
18	CC(C)(C)C(=O)N1N=C(c2ccc(NS(C)(=O)=O)cc2)CC1c1cccs1 (configuration not stated)	-3	3	6	5	i	16	-4	0.9	-7	-47
19	Cc1ccc(C2=NC(C)(C)N=C2SCC(=O)Nc2ccc(Cl)cc2)cc1	-17	4	-1	19	-0.6	16	23	/	-7	7
20	Cc1cnc(CNC(=O)CC2C(=O)NCCN2Cc2ccccc2C(F)(F)F)cn1 (configuration not stated)	1	-2	-12	6	i	5	6	-1.0	-3	-8
21	CC(C)(C)NC(=O)CSc1nc2ccc(Nc3nc(N4CCOCC4)nc(N4CCOCC4)n3)cc2s1	15	0	4	1	-0.2	12	4	0.1	-5	-6
22	Cc1ccc(-c2csc(NC(=O)CSc3ncn(-c4ccccc4)n3)n2)cc1	-8	-1	3	9	i	13	-3	/	-11	4
23	COc1ccccc1NC(=O)CSc1nnc(CSc2nc(C)cc(C)n2)o1	-11	2	5	-7	-0.3	26	6	-1.5	-1	-7
24	O=S(=O)(c1ccc(NCCCO)nc1)N1CCOCC1	-5	/	5	2	-0.1	/	4	2.4	/	4
25	COC(=O)C(C(=O)OC)C1C=CCN(C(C)=O)C1 (configuration not stated)	-2	/	1	-1	-0.2	/	4	0.6	/	-4
26	O=S(=O)(NCCc1ccncc1)c1ccc(S(=O)(=O)N2CCCCCC2)cc1	-5	-1	-8	10	i	-4	-4	/	6	-4
27	O=C1CN(C(=O)c2ccccc2F)C(c2ccccc2)c2cc(F)ccc2N1 (configuration not stated)	1	-2	2	-3	-1.3	-1	1	1.3	-3	6
28	CCS(=O)(=O)N1CCC(C(=O)NCCN2CCOCC2)CC1	-16	0	1	6	i	40	-1	/	-12	2
29	O=C(NCC(c1ccco1)N1CCN(c2ccccc2)CC1)c1ccco1 (configuration not stated)	0	/	-3	/	i	/	-3	/	9	/
30	Cc1ccc(NCc2ccco2)cc1C	-2	4	0	0	-0.3	4	-9	-1.9	4	4
31	COc1ccccc1NC(=O)C1CC(=O)N(c2ccc(F)cc2)C1 (configuration not stated)	-5	-7	-4	7	i	6	-3	/	-3	6
32	CN(Cc1ccc(-n2cccn2)cc1)Cc1cn(C)nc1-c1ccccc1F	-13	5	-2	-1	i	15	4	-1.8	-10	10
33	COc1cc(NC(=O)CSc2nc(C)cc(C)n2)cc(OC)c1OC	3	3	-3	11	-0.1	9	-4	1.2	-6	1
34	COC(=O)c1sc2nc3c(cc2c1N)COC(C)(C)C3	-2	-8	2	-23	-0.3	11	-2	/	1	-11
35	COc1ccc(NC(=O)c2ccsc2NC(C)=O)cc1	-15	1	2	10	-0.4	2	6	2.4	6	3
36	COc1cccc(N2CCN(Cc3ncc(-c4ccccc4)o3)CC2)c1	2	-7	-2	3	i	12	27	1.8	-8	9
37	Cc1ccc(NC(=O)CN(C)C(=O)COc2ccc(C(=O)c3ccc(F)cc3)cc2)cc1	7	-3	2	-7	i	10	-7	0.1	-3	9
38	CN(Cc1nc2ccccc2n1C)c1ccccc1	-8	1	-2	8	-0.4	47	-5	2.0	-4	-15
39	COc1ccc(C(=O)C2CCCN(C(=O)c3cc(C4CC4)[nH]n3)C2)c(C)c1 (configuration not stated)	-4	-1	7	-1	i	7	5	1.1	-2	20
40	CCOc1ccc(C(=O)NCCCN2CCCC2=O)cc1	-3	4	1	-1	-11	-8	-3	/	-1	13

# Arranged by number of heavy atoms (descending): 13 of the compounds above
No.	compound	SSB-PriA inh	3CLpro inhibitor	MazF activator	PrPC TRFRET	Vc quorum ag	DUSP3 inh	Yp Topo-I inh	TcdB GH inh	Rv3671c inh	CCHFV vOTU inh
21	CC(C)(C)NC(=O)CSc1nc2ccc(Nc3nc(N4CCOCC4)nc(N4CCOCC4)n3)cc2s1	15	0	4	1	-0.2	12	4	0.1	-5	-6
2	O=C(CSc1nnc(Cc2csc(Nc3cccc(Cl)c3)n2)o1)N1CCc2ccccc21	7	-4	-1	-1	-1.3	-15	-9	/	-12	0
9	O=C(CCS(=O)(=O)c1ccccc1)Nc1cccc(-c2nc3ccccc3s2)c1	-3	6	-11	-2	i	11	9	-0.1	-40	8
26	O=S(=O)(NCCc1ccncc1)c1ccc(S(=O)(=O)N2CCCCCC2)cc1	-5	-1	-8	10	i	-4	-4	/	6	-4
10	Cc1cc(F)ccc1-c1cc(C(=O)N2CCN(c3ccncc3)CC2)[nH]n1	/	/	/	1	i	/	-4	-0.4	/	3
17	COc1ccc(N2CCN(C(=O)CSc3nnc(C)c(=O)[nH]3)CC2)cc1	-10	4	6	8	0.1	25	-1	/	2	-12
13	Cc1ccc(NC(=O)CN2C(=O)N/C(=C/c3ccc(C)o3)C2=O)cc1	-13	1	14	-2	-1.7	9	4	/	-4	0
3	CCOC(=O)c1c(CN2CCN(C)CC2)oc2ccc(O)cc12	-7	0	14	-1	-0.1	-3	1	/	-1	-6
28	CCS(=O)(=O)N1CCC(C(=O)NCCN2CCOCC2)CC1	-16	0	1	6	i	40	-1	/	-12	2
7	Oc1c(Br)cc(Br)cc1CNc1cnc2ccccc2c1	-1	7	1	0	i	22	3	0.2	2	3
34	COC(=O)c1sc2nc3c(cc2c1N)COC(C)(C)C3	-2	-8	2	-23	-0.3	11	-2	/	1	-11
38	CN(Cc1nc2ccccc2n1C)c1ccccc1	-8	1	-2	8	-0.4	47	-5	2.0	-4	-15
25	COC(=O)C(C(=O)OC)C1C=CCN(C(C)=O)C1 (configuration not stated)	-2	/	1	-1	-0.2	/	4	0.6	/	-4

# Next compounds:
No.	compound	SSB-PriA inh	3CLpro inhibitor	MazF activator	PrPC TRFRET	Vc quorum ag	DUSP3 inh	Yp Topo-I inh	TcdB GH inh	Rv3671c inh	CCHFV vOTU inh
41	O=C(O)CN1C(=O)CC(c2ccccc2)CC1=O	-24	2	2	2	-0.7	0	-2	-0.4	-6	-15
42	Cc1ccc(NC(=O)c2ccc(OCc3c(C)noc3C)cc2)nc1	-6	/	7	-6	1.2	/	-2	2.8	-1	-7
43	CCCCCOc1ccc(OC(=O)c2ccncc2)cc1	4	3	1	-9	i	20	20	/	-6	4
44	CC(NCC(O)COc1ccccc1)C1COc2ccccc2O1 (configuration not stated)	-2	-3	6	0	i	7	-6	1.1	-5	-13
45	COC(=O)CCC(=O)NNC(=O)c1cccc(Cl)c1	-10	1	0	7	-0.3	26	1	/	-11	10
46	O=c1c(-c2ccc(Cl)cc2)cnc2n1CCS2	-5	3	4	-1	0.7	26	-9	2.7	3	-3
47	O=C(COC(=O)CC1CCCC1)Nc1ccc(Br)cc1F	-3	/	2	5	0.8	/	16	0.6	-2	16
48	O=C1C2CC=CCC2C(=O)N1c1ccc(NCCc2ccccc2)c([N+](=O)[O-])c1 (configuration not stated)	4	5	-11	4	-0.4	4	1	/	-3	-10
49	CC(C)(C)C(=O)COC(=O)c1cc(-c2cccnc2)nc2ccccc12	-18	5	9	-7	i	17	14	9.0	-2	11
50	CN(c1ccccc1)S(=O)(=O)c1cc(C(=O)N2CCN(c3ncccn3)CC2)ccc1Cl	-4	/	3	9	i	/	33	2.2	2	9
51	O=C1c2ccccc2C(=O)C1c1ccc(O)cc1	-28	-2	-4	-8	-0.4	18	-6	7.1	-2	-8
52	COc1cc(OC)c(OC)cc1/C=C1\C(=O)NC(=O)N(Cc2ccccc2)C1=O	4	3	-31	1	0.6	13	3	-0.1	-5	6
53	CC(=O)c1ccc(NC(=S)NNC(=O)NC2CCCCC2)cc1	-9	-1	-2	9	-1.3	-10	5	-3.6	-3	14
54	Cc1ccc(-n2nc3c(=O)n(CCCC(=O)NCc4ccccc4Cl)nc(C)c3c2C)cc1	-21	-3	6	8	-0.3	-22	32	0.4	1	-5
55	O=C(OCCN1CCOCC1)c1ccc(OCCN2CCOCC2)cc1	-25	0	0	-3	i	11	1	/	-4	-1
56	NS(=O)(=O)c1ccc(NC2=CC(=O)C(=O)c3ccccc32)cc1	10	7	-1	-22	-1.2	0	-10	-0.7	-83	100*
57	NC(=O)CC(NC(=O)c1ccc(Cl)cc1)C(=O)NCCc1ccc(S(N)(=O)=O)cc1 (configuration not stated)	-10	-1	7	-2	-0.2	22	-10	-0.6	-6	-3
58	Cc1nnc(NC(=O)CCS(=O)(=O)Cc2ccccc2)s1	-13	-1	1	4	-0.2	11	1	-0.5	-7	-5
59	COc1ccc(CNC(=O)C2(C)Cc3c(-c4ccccc4)ccnc3O2)cc1OC (configuration not stated)	/	/	/	-2	i	/	20	2.2	/	-12
60	O=C(Cn1ccc(=O)[nH]c1=O)Nc1ccc(O)c([N+](=O)[O-])c1	-6	/	4	-28	2.0	/	-2	0.9	/	1
61	C=CCOC(=O)N1Cc2ccccc2-n2nncc2C1	/	/	2	-1	i	/	4	1.7	/	-3
62	CC1CN(C(=O)c2ccc(CNS(=O)(=O)c3cccc(C(F)(F)F)c3)cc2)CC(C)O1 (configuration not stated)	-8&-1&-4	3	-4	-1	/	20	0	/	7	8
63	CN1CCN(CC(=O)Nc2ccc(OC(F)(F)F)cc2)CC1	-1	6	4	-8	i	/	-2	-2.3	1	11

# Rewritten field by field: 2 of the compounds above.
12: CC(C)CCCN1CCN=C1Nc1ccccc1
  SSB-PriA inh = -6
  3CLpro inhibitor = -1
  MazF activator = 1
  PrPC TRFRET = -3
  Vc quorum ag = -3.0
  DUSP3 inh = 13
  Yp Topo-I inh = 1
  TcdB GH inh = -0.2
  Rv3671c inh = -3
  CCHFV vOTU inh = 4

13: Cc1ccc(NC(=O)CN2C(=O)N/C(=C/c3ccc(C)o3)C2=O)cc1
  SSB-PriA inh = -13
  3CLpro inhibitor = 1
  MazF activator = 14
  PrPC TRFRET = -2
  Vc quorum ag = -1.7
  DUSP3 inh = 9
  Yp Topo-I inh = 4
  TcdB GH inh = /
  Rv3671c inh = -4
  CCHFV vOTU inh = 0
